E coli Lon inh: inhibitors of E. coli Lon protease. actives 0.42% (n = 360,000). purified E. coli Lon protease, fluorescence polarization. inhibition, % at 7.94 µM. AID 602123; in the data active = inhibition above about 13%, passing the limit was not always enough;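 note: 0% = enzyme with probe and DMSO and 100% = no enzyme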
Rin1-Abl PPI inh: blocks binding of human Rin1 to Abl | P00519+Q13671 | TR-FRET Rin1/Abl binding, biochemical | inhibition, % at 7.35 µM | actives 0.4% (n = 360,000); in the data active = inhibition above about 5%, passing the limit was not always enough
CSN inh: inhibitors of human CSN-mediated cullin deneddylation; Q92905; Purified CSN, SCF-Nedd8-OG deneddylation, fluorescence polarization; inhibition, % at 12.5 µM; actives 0.38% (n = 360,000); AID 651999;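 active = pattern-corrected inhibition above about 35%, with an unprinted fluorescence ratio check between 0.5 and 1.5, limit read from the data, passing the limit was not always enough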;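 note: 0% = enzyme with substrate and 100% = substrate without enzyme; some results filed as inactive read as strong as hits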
Target sequence (Q92905 whole entry, looked up, one chain of several): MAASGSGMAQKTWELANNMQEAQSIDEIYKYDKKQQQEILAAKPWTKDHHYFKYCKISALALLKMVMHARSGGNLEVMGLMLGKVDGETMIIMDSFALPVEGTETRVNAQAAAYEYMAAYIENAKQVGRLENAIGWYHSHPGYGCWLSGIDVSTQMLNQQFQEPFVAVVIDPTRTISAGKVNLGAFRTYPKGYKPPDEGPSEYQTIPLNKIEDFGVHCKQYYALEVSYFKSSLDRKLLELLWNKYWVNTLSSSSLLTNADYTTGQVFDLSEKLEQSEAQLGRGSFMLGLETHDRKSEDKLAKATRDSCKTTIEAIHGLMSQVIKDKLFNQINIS
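Test system: Human Csn5 produced in HEK293T cells | Compound: 12.5 µM single point | Times: 90 min, room temperature | Signal: Fluorescence polarization readout | Read-out basis: % inhibition of substrate cleavage by Csn5 | Controls: no-enzyme wells high, enzyme-with-substrate wells low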
Neddylation inh: inhibitors of human cullin neddylation; P61081+Q13564; TR-FRET cullin neddylation, biochemical; calls only at 25 µM; actives 0.58% (n = 360,000); AID 651699; in the data active = inhibition above about 36%
Target sequence (P61081 whole entry, looked up): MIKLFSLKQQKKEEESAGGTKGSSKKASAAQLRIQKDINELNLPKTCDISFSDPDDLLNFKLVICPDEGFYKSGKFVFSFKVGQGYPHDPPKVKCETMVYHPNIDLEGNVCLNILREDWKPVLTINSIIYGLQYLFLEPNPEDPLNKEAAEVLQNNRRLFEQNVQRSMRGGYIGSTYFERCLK
Target sequence (Q13564 whole entry, looked up): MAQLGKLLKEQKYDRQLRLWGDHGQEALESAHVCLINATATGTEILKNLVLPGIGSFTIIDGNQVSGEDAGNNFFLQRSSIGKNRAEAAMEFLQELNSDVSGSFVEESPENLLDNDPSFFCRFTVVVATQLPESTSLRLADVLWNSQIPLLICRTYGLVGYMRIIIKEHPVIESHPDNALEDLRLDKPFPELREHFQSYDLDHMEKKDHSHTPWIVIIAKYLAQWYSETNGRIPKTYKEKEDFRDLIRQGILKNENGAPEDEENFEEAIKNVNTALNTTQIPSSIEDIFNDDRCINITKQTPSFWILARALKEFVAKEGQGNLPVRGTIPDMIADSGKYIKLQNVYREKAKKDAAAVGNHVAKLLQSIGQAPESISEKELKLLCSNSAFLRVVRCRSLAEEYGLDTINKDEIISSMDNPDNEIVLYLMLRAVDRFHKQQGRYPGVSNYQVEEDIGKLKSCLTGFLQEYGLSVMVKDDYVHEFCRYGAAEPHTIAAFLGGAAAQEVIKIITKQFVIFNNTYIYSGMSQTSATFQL
MsrA inh: bovine MsrA inhibition | actives 0.75% (n = 360,000) | purified bovine MsrA, absorbance read-out | inhibition, % at 15.5 µM | AID 651718; in the data active = inhibition above about 4.5%;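 note: 0% = vehicle wells with enzyme and 100% = reference inhibitor wells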
MsrA act: activates bovine MsrA enzyme | AID 602163 | activation, % at 10.6 µM | actives 0.3% (n = 360,000) | purified bovine MsrA, absorbance read-out; in the data active = activation above about 7.5%;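 note: 0% = vehicle and 100% = reference activator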
PABP1 MLLE inh: blocks PAM2 peptide binding to the PABP1 MLLE domain | P11940 | GST-MLLE / FITC-PAM2 fluorescence polarization | inhibition, % at 20 µM | actives 0.36% (n = 360,000); in the data active = inhibition above about 35%, passing the limit was not always enough;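 note: plate controls were DMSO wells with GST-MLLE for no effect and wells lacking GST-MLLE protein for full effect; some results filed as inactive read as strong as hits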
TbMetRS inhib: Trypanosoma brucei MetRS inhibition; purified T. brucei MetRS, ATP depletion, Kinase-Glo luminescence; inhibition, % at 11.9 µM; actives 0.4% (n = 360,000);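 active = inhibition above a per-plate cutoff of the control wells' mean inhibition plus 3 SD, cut at about 5.5% in these data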;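 note: 0% = DMSO wells median and 100% = median of wells with control inhibitor compound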
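Measured by: Kinase-Glo luciferase luminescence reporting remaining unconsumed ATP. Material: purified T. brucei MetRS enzyme. Doses: 11.9 µM compound single dose, 0.9% DMSO. Medium: HEPES buffer containing pyrophosphatase, BSA, spermine, DTT. Times: 15 min preincubation, 2 h reaction, all 25 °C. Reagent: methionine, ATP and bulk E. coli tRNA.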
FAS TE block: inhibitors of human fatty acid synthase thioesterase domain; recombinant FAS-TE, OMFH fluorogenic substrate, fluorescence endpoint; inhibition, % at 15 µM; actives 0.67% (n = 360,000); AID 602261;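 active = compounds whose normalised, plate-corrected inhibition of enzyme fluorescence in the single-dose primary screen is 50% or more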;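 note: 0% = DMSO with enzyme and 100% = substrate without enzyme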
* = called active by the depositor; i = inactive; · = no result given; + = active, no number.

cpd	SMILES	E coli Lon inh	Rin1-Abl PPI inh	CSN inh	Neddylation inh	MsrA inh	MsrA act	PABP1 MLLE inh	TbMetRS inhib	FAS TE block
1	Cc1nn(CCCNC(=O)C2CCCO2)cc1Br (centres undefined)	-2	0	-2	i	-0.9	-5	2	0.0	-10
2	COc1ccccc1NC(=S)NC(NC(C)=O)C(Cl)(Cl)Cl (centres undefined)	6	0	0	i	-0.7	0	28	-0.2	-1
3	Cc1cc(C)cc(OCC(=O)N(Cc2ccc(N(C)C)cc2)C2CCS(=O)(=O)C2)c1 (centres undefined)	6	-1	2	i	0.1	-4	-2	-0.4	4
4	CCOC(=O)Nc1nc(C)c(C(=O)N(C)C)s1	2	2	0	i	-0.3	0	3	-0.6	-11
5	CCN(CC(=O)NC)S(=O)(=O)c1ccc(Br)cc1	-6	3	-1	i	-0.2	-3	-4	-0.7	-6
6	COC(=O)c1c(NC(=O)CN2CCN(c3ccccc3Cl)CC2)sc(C)c1C	-7	-1	1	i	0.0	-3	-15	0.7	26
7	COc1ccc(NC(=O)Nc2ccc3c(c2)C(=O)N([C@H](C)CO)C[C@H](C)[C@@H](CN(C)S(=O)(=O)c2ccccc2)O3)cc1	0	1	0	i	-0.8	-3	4	-0.3	0
8	CC1CCCCN1C(=O)c1ccc(C(=O)N2CCCCC2C)cc1 (centres undefined)	4	3	-2	i	2.0	-1	5	-0.2	-7
9	Cc1ccc(CN2CCN(/N=C/c3ccc(C)s3)CC2)cc1	0	-1	-1	i	0.4	-2	11	0.2	8
10	Cc1cc(C)c(O)c(-c2cc(C(=O)NCc3ccccc3)[nH]n2)c1	12	0	-5	i	-0.3	1	-5	2.6	7
11	COC(=O)CCC(=O)OC1(C)C(=O)C2=CN(Cc3ccc(OC)cc3)C(c3ccc(OC)cc3)=CC2=C(Br)C1=O (centres undefined)	-42	0	4	i	2.0	0	-29	0.5	-13
12	COC(=O)/C=C1\SC(=NC(=O)c2ccc(C)cc2)NC1=O	4	-2	0	i	0.6	-3	40*	0.7	-4
13	COC(=O)Cn1ncc(N(C)Cc2ccccc2)c(Cl)c1=O	7	3	-2	i	0.5	-2	8	-0.4	-6
14	Cc1cc(NC(=O)CCN2CCN(Cc3ccccc3)CC2)ccc1Br	-4	-4	-1	i	-1.7	1	-8	-1.1	6
15	COC(=O)c1ccc(C(NC(=O)OCc2ccccc2)/C(C)=C/[C@@H](C)C(=O)NCc2ccc(-c3ccccc3)cc2)cc1 (some centres undefined)	8	3	1	i	·	-2	-4	-0.3	14
16	Cc1ccc(C)c(OCCC(=O)Nc2cccc(S(=O)(=O)N3CCCCC3)c2)c1	-5	5	-2	i	-0.2	2	6	1.0	30
17	N#Cc1ccc(/C=N/N=C(N)N)cc1	3	-7	1	i	-0.2	-1	-21	-0.5	-5
18	C/C(=N\NC(=O)Cn1nc(C)c([N+](=O)[O-])c1C)c1ccc(Cl)s1	-4	-3	2	i	-1.1	-4	-6	-0.3	-7
19	CN1CCN(NC(=S)NC2CCCC2)CC1	4	-4	0	i	0.3	7.9*	11	-0.8	-5
20	Cc1cccc(N2CCN(C(=O)CCn3c(=O)[nH]c4ccsc4c3=O)CC2C)c1 (centres undefined)	5	0	2	i	0.1	-1	4	-0.3	-1
21	CCN(CC)c1nc(-c2ccccc2)cc(C(F)(F)F)c1C#N	-3	-1	-3	·	1.0	-1	8	-1.2	10
22	COC(=O)c1cc(S(=O)(=O)NCC2CCN(CCc3ccc(OC)cc3)CC2)cn1C	-3	-1	0	i	-0.6	-1	-4	-0.5	-3
23	CCCc1nc2sc3c(c2c(=O)n1NC(=O)CCC(=O)OC)CCCC3	2	-2	-2	i	1.1	-1	-1	-0.3	-2
24	CC(/C=N/n1c(-c2ccco2)n[nH]c1=S)=C\c1ccco1	-34	-4	7	i	2.9	-2	-14	0.2	-6
25	COC(=O)c1ccc(C2c3[nH]c4ccccc4c3C[C@H]3C(=O)N(C4CCN(Cc5ccccc5)CC4)CC(=O)N23)cc1 (some centres undefined)	-4	0	-3	i	1.6	0	-6	-0.1	25
26	CCOC(=O)c1ccc(NC(=O)Nc2ccc3c4c(cccc24)C(=O)N3CC)cc1	-9	2	25	i	-0.2	-2	-26	0.3	-17
27	O=C(NCCC1=CCCCC1)c1ccc(CN2CCOCC2)cc1	-7	-7	2	i	-1.3	3	-3	-0.2	-2
28	COc1ccc(-c2[nH]ncc2CNC(C)CCn2cccn2)cc1F (centres undefined)	1	-1	1	i	-0.4	-3	-18	-0.6	-2
29	CCCN(C(=O)c1cccc(S(=O)(=O)N2CCN(Cc3ccccc3)CC2)c1)C1CCS(=O)(=O)C1 (centres undefined)	3	1	1	i	-0.4	-8	7	-0.7	-5
30	Cc1ccc(S(=O)(=O)N(C)C)cc1NC(=O)COC(=O)C1=COCCO1	-4	6	0	i	0.1	-3	3	-0.2	0
31	CC(=O)Nc1cc(-c2ccc(F)cc2)[nH]n1	8	-2	2	i	0.3	-1	-3	-0.9	-7
32	COc1ccc(CNC(=O)c2ccc3ccccc3n2)cc1	1	2	-3	i	-1.4	-4	-1	-0.4	5
33	O=C(COC(=O)/C=C/c1ccc(Cl)cc1)Nc1cccc(S(=O)(=O)NC2=NCCCCC2)c1	-18	4	4	i	0.1	0	-7	-0.2	10
34	Cc1cccc2cc(COC(=O)C3CCCO3)c(=O)[nH]c12 (centres undefined)	4	-4	1	i	0.7	3	-1	-0.4	-7
35	O=C(Nc1ccc(S(=O)(=O)Nc2nccs2)cc1)c1nn(-c2ccccc2)ccc1=O	-4	2	10	i	1.9	-4	-36	-0.3	-6
36	COc1ccc(NC(=O)CN(c2cc(C)cc(C)c2)S(=O)(=O)c2c(C)n[nH]c2C)cc1	-1	-1	-3	i	-0.7	-3	-10	-0.2	6
37	CN1C(N)=NC(=O)/C1=C/c1ccc(F)cc1	-3	-3	-1	i	2.7	-5	3	0.1	-6
38	O=C(Nc1ccc(NC(=O)C23CC4CC(CC(C4)C2)C3)cn1)c1ccco1	3	0	1	i	-0.3	-3	0	0.0	-4
39	Nc1ccc(C23CC4CC(CC(CO)(C4)C2)C3)cc1	-7	-1	-1	i	-0.5	1	0	-0.5	-5
40	Cc1cc(NC(=O)CSc2nnc(C(C)N(C)C)n2Cc2ccccc2)no1 (centres undefined)	0	-1	-2	i	-1.2	-1	-7	-0.8	-2
41	CCCN1C(=O)C(NC(C)=O)c2cc(OC)ccc21 (centres undefined)	16*	-1	0	i	0.4	3	0	-0.7	-7
42	O=S(=O)(c1cccc2cccc(Cl)c12)N1CCCC1	-2	1	-6	i	0.7	-3	7	-0.3	-2
43	O=C(C1CCCN(S(=O)(=O)c2cccnc2)C1)N1CCn2c1nc1ccccc12 (centres undefined)	-1	2	0	i	-0.3	-12	-7	-1.0	-4
44	Cc1ccc(N(CC(=O)NC2CCCC2)C(=O)CNC(=O)c2cccs2)c(C)c1	-6	0	2	i	-0.6	-2	19	-0.3	1
45	COc1ccc(-c2csc(N3CCC(c4ccccc4)C3)n2)cc1 (centres undefined)	-11	2	1	i	-0.6	-6	-11	-0.3	23
46	CC1(C(=O)NCc2ccccc2)CN(S(C)(=O)=O)CC(=O)N1CCc1ccc(O)cc1 (centres undefined)	·	·	-2	i	0.2	·	·	-0.5	·
47	O=C(O)c1cc(-c2cccs2)nn1-c1ccccc1	1	3	-5	i	0.0	-7	6	-0.2	-1
48	COc1cc2ccnc(C=NO)c2cc1OC	11	-4	-1	+	1.8	-8	-5	-0.2	-14
49	CCOc1ccc(S(=O)(=O)NCCc2cn3ccccc3n2)cc1	28	3	-5	i	-0.9	-6	-13	-0.4	-6
50	COc1ccc(N2CCN(C(=O)CCS(=O)(=O)c3ccc(OC)cc3)CC2)cc1	-9	1	-1	i	-0.3	-3	-8	0.2	-2
51	Cc1ccc(CNC(=O)CC(C)S(=O)(=O)c2cc3c(cc2C)NC(=O)CO3)cc1 (centres undefined)	-1	-2	-3	i	0.8	0	-8	-0.1	-7
52	Fc1ccc(-c2nnc(SCc3ncc(-c4ccccc4)o3)n2CC2CCCO2)cc1 (centres undefined)	-3	2	4	i	0.3	11*	-17	-0.5	-1
53	COc1cc(NC(=O)CCN2CCN(c3ccccc3F)CC2)cc(OC)c1	2	2	-5	i	1.1	-3	-1	-1.5	0
54	COc1ccc(-c2ccc(CN3C(C(C)C)C(=O)N(Cc4cn(CC5CCCCC5)nn4)CCS3(=O)=O)cc2)cc1 (centres undefined)	0	0	4	i	2.5	-4	-5	-1.1	26
55	COc1ccc(S(=O)(=O)N2CCCCC2)cc1NC(=O)C1CC1	-8	0	0	i	0.0	-3	-6	-0.2	-7
56	Cn1c(=O)c2c(nc(NCCNC(=O)c3ccco3)n2Cc2ccccc2Cl)n(C)c1=O	1	3	2	i	1.2	-11	-13	-1.5	-11
57	CC(=O)N1c2ccc(S(=O)(=O)N3CCC(C(=O)Nc4cccc(C)n4)CC3)cc2CC1C (centres undefined)	4	0	4	i	-0.8	-6	-8	-0.5	2
58	CN(CC(=O)NCc1ccc(F)cc1)S(=O)(=O)c1ccc(Br)s1	3	-3	0	i	-0.7	-1	-5	-0.1	3

11 successive records already listed, for reference:
cpd	SMILES	E coli Lon inh	Rin1-Abl PPI inh	CSN inh	Neddylation inh	MsrA inh	MsrA act	PABP1 MLLE inh	TbMetRS inhib	FAS TE block
45	COc1ccc(-c2csc(N3CCC(c4ccccc4)C3)n2)cc1 (centres undefined)	-11	2	1	i	-0.6	-6	-11	-0.3	23
46	CC1(C(=O)NCc2ccccc2)CN(S(C)(=O)=O)CC(=O)N1CCc1ccc(O)cc1 (centres undefined)	·	·	-2	i	0.2	·	·	-0.5	·
47	O=C(O)c1cc(-c2cccs2)nn1-c1ccccc1	1	3	-5	i	0.0	-7	6	-0.2	-1
48	COc1cc2ccnc(C=NO)c2cc1OC	11	-4	-1	+	1.8	-8	-5	-0.2	-14
49	CCOc1ccc(S(=O)(=O)NCCc2cn3ccccc3n2)cc1	28	3	-5	i	-0.9	-6	-13	-0.4	-6
50	COc1ccc(N2CCN(C(=O)CCS(=O)(=O)c3ccc(OC)cc3)CC2)cc1	-9	1	-1	i	-0.3	-3	-8	0.2	-2
51	Cc1ccc(CNC(=O)CC(C)S(=O)(=O)c2cc3c(cc2C)NC(=O)CO3)cc1 (centres undefined)	-1	-2	-3	i	0.8	0	-8	-0.1	-7
52	Fc1ccc(-c2nnc(SCc3ncc(-c4ccccc4)o3)n2CC2CCCO2)cc1 (centres undefined)	-3	2	4	i	0.3	11*	-17	-0.5	-1
53	COc1cc(NC(=O)CCN2CCN(c3ccccc3F)CC2)cc(OC)c1	2	2	-5	i	1.1	-3	-1	-1.5	0
54	COc1ccc(-c2ccc(CN3C(C(C)C)C(=O)N(Cc4cn(CC5CCCCC5)nn4)CCS3(=O)=O)cc2)cc1 (centres undefined)	0	0	4	i	2.5	-4	-5	-1.1	26
55	COc1ccc(S(=O)(=O)N2CCCCC2)cc1NC(=O)C1CC1	-8	0	0	i	0.0	-3	-6	-0.2	-7

Bioassay records as filed in PubChem BioAssay.

Rows are unselected; any-hit rate near 4%.
